Screening results from PubChem.
Mtb BioA inh: BioA (M. tuberculosis) enzyme inhibition; purified M. tuberculosis BioA enzyme, plate reader; inhibition, % at 9.99 µM; 360,000 compounds, 0.096% hits; in the data active = inhibition above about 40%
Starred values were filed as active, the others as inactive; & = joins results of further samples. A portion of the library; the hit share may differ from the screen's.

SMILES	Mtb BioA inh
C[C@H](CO)N1C[C@H](C)[C@@H](CN(C)C(=O)C2CCCCC2)Oc2cc(C3=CCCC3)ccc2S1(=O)=O	0.3
COc1ccccc1CNC(=O)C[C@@H]1CC[C@@H]2[C@H](COC[C@@H](O)CN2C(=O)Nc2ccc(Cl)cc2)O1	4.6
O=C(Cc1ccccn1)N1CCCCN2[C@H](CO)[C@@H](c3ccc(C#Cc4ccccc4)cc3)[C@@H]2C1	-0.1
O=C(NC1CCCC1)N1CCCCN2[C@@H](CO)[C@@H](c3ccc(-c4cncnc4)cc3)[C@@H]2C1	-0.3
O=C(Cc1ccncc1)NCC[C@@H]1CC[C@@H](NC(=O)C2CCCC2)[C@@H](CO)O1	-2.6
C[C@H](CO)N1C[C@H](C)[C@H](CN(C)C(=O)CCCN(C)C)OCCCC[C@H](C)Oc2ccc(NS(C)(=O)=O)cc2C1=O	-3.9
O=S(=O)(c1ccccc1F)N1CC[C@H]2[C@H](CO)Nc3ccc(-c4ccccc4F)cc3[C@H]21	2.4
O=C(c1ccccn1)N1CC[C@@H]2[C@@H](CO)Nc3ccc(-c4ccc(F)cc4)cc3[C@@H]21	20.5
C[C@H](CO)N1C[C@H](C)[C@@H](CN(C)CC2CCCCC2)Oc2ccc(NC(=O)Nc3ccc(F)cc3)cc2CC1=O	-2.7
CCNC(=O)C[C@@H]1CC[C@H]2[C@@H](COC[C@H](O)CN2C(=O)C2CCCC2)O1	0.5
C[C@H](CO)N1C[C@H](C)[C@@H](CN(C)Cc2ccc(-c3ccccc3)cc2)Oc2ccc(NC(=O)C3CC3)cc2CC1=O	0.0
COc1ccc(-c2ccc3n(c2=O)C[C@H]2[C@H](CO)[C@@H](C(=O)N4CCOCC4)[C@@H]3N2C)cc1	0.3
C[C@@H]1CN([C@H](C)CO)C(=O)c2cc(NC(=O)C3CC3)ccc2O[C@H]1CN(C)S(=O)(=O)c1cccs1	11.6
CCNC(=O)C[C@@H]1C=C[C@@H](NC(=O)NC2CCCCC2)[C@@H](CO)O1	-2.0
COc1ccc(CN(C)C[C@@H]2Oc3c(NC(=O)NC4CCCCC4)cccc3C(=O)N([C@H](C)CO)C[C@@H]2C)cc1	0.4
Cc1ccc(S(=O)(=O)Nc2ccc3c(c2)C(=O)N([C@@H](C)CO)C[C@H](C)[C@@H](CN(C)C(=O)c2ccccc2)OCCCC[C@H](C)O3)cc1	14.1
C[C@@H]1CN([C@@H](C)CO)C(=O)c2cc(N(C)C)ccc2O[C@@H](C)CCCCO[C@@H]1CN(C)S(=O)(=O)c1ccccc1	-2.8
C[C@H](CO)N1C[C@H](C)[C@H](CN(C)CC2CCCCC2)Oc2c(NS(=O)(=O)c3ccc(Cl)cc3)cccc2C1=O	2.7
Cc1noc(C)c1NC(=O)Nc1ccc2c(c1)CC(=O)N([C@H](C)CO)C[C@@H](C)[C@@H](CN(C)S(=O)(=O)c1cn(C)cn1)O2	0.0
O=C(C[C@H]1C[C@H]2c3cc(NC(=O)NC4CCCCC4)ccc3O[C@H]2[C@H](CO)O1)NCc1cccnc1	-1.0
O=C(C[C@H]1C=C[C@@H](NC(=O)Nc2cccc(F)c2)[C@H](CO)O1)NCC1CCCCC1	1.0
CCCNC(=O)N(C)C[C@H]1Oc2cc(C3=CCCC3)ccc2S(=O)(=O)N([C@@H](C)CO)C[C@H]1C	-4.1
C[C@@H]1CCCCO[C@H](CN(C)Cc2ccc3c(c2)OCO3)[C@H](C)CN([C@H](C)CO)C(=O)c2cc(NS(=O)(=O)c3ccc(Cl)cc3)ccc2O1	1.6&-0.6
CC(C)NC(=O)N(C)C[C@@H]1Oc2ccc(NC(=O)C3CC3)cc2CC(=O)N([C@@H](C)CO)C[C@H]1C	-2.8
C[C@@H]1CN([C@@H](C)CO)C(=O)c2cc(Br)cnc2O[C@H]1CN(C)Cc1ccc2c(c1)OCO2	12.6

The list goes on:
SMILES	Mtb BioA inh
[N-]=[N+]=Nc1ccccc1C[C@]1(C(=O)N2CCCCC2)N=C(c2ccc(OCCCO)cc2)O[C@H]1c1ccccc1	-1.8
COCC(=O)N1C[C@H](C)[C@H](OC)CN(C)C(=O)c2ccc(NC(=O)c3ccc(F)cc3)cc2OC[C@H]1C	-0.5
C[C@H]1CN([C@@H](C)CO)C(=O)c2cc(NS(=O)(=O)c3cn(C)cn3)ccc2O[C@@H]1CN(C)Cc1ccc(Cl)c(Cl)c1	4.6
O=C(NCC[C@H]1CC[C@H](NC(=O)C2CCC2)[C@@H](CO)O1)c1ccc(F)cc1	5.5
COc1ccc(S(=O)(=O)N[C@H]2CC[C@@H](CCn3cc(-c4ccccc4F)nn3)O[C@@H]2CO)cc1	5.1
C[C@H]1CN([C@@H](C)CO)S(=O)(=O)c2ccc(C#Cc3ccncc3)cc2O[C@@H]1CN(C)C(=O)C1CCCCC1	0.2
CC(C)CC#Cc1ccc2c(c1)O[C@@H](CN(C)CC1CCOCC1)[C@H](C)CN([C@H](C)CO)S2(=O)=O	0.1
N#C[C@@H]1N[C@H](CO)[C@@H]1c1ccc(C#Cc2ccccc2F)cc1	0.1
CCCC#Cc1ccc2c(c1)O[C@H](CN(C)C(=O)c1ccncc1)[C@H](C)CN([C@@H](C)CO)S2(=O)=O	1.5
O=C(C[C@H]1CC[C@@H](NC(=O)CN2CCOCC2)[C@@H](CO)O1)NCc1cccc(F)c1	-0.2
O=C(N[C@@H]1CC[C@@H](CCNS(=O)(=O)c2ccc(Cl)cc2)O[C@H]1CO)c1cnccn1	7.7
C[C@@H]1CN([C@H](C)CO)C(=O)c2cc(NC(=O)CCCN(C)C)ccc2O[C@H]1CN(C)Cc1ccncc1	-2.1
CCC(=O)N1C[C@@H](C)[C@@H](OC)CN(C)C(=O)c2cc(NC(=O)C3CC3)ccc2OC[C@@H]1C	-3.0
COc1ccc(CN(C)C[C@@H]2Oc3ccc(NC(=O)Nc4c(C)noc4C)cc3C(=O)N([C@@H](C)CO)C[C@@H]2C)cc1	-0.6
CCNC(=O)C[C@H]1CC[C@@H]2[C@@H](COc3ccc(NC(=O)c4ccc(F)cc4)cc3C(=O)N2C)O1	0.3
CNC[C@@H]1Oc2c(NC(=O)Nc3c(C)noc3C)cccc2C(=O)N([C@H](C)CO)C[C@@H]1C	-2.5
COc1cccc(-c2ccc3n(c2=O)C[C@@H]2[C@@H](CO)[C@H](C(=O)NCC4CC4)N(C)[C@H]32)c1	1.3
OC[C@@H]1[C@@H](c2ccc(-c3cccnc3)cc2)[C@@H]2CN(CC3CCOCC3)CCCCN12	-1.7
Cc1ccccc1S(=O)(=O)NCC[C@@H]1CC[C@H](NC(=O)C2CC2)[C@@H](CO)O1	-3.3
C[C@H]1CN([C@@H](C)CO)C(=O)c2cc(NC(=O)C3CC3)ccc2O[C@H]1CN(C)C(=O)Nc1ccc2c(c1)OCO2	0.8
Cc1ccccc1S(=O)(=O)N1C[C@H](O)COC[C@@H]2O[C@H](CC(=O)NCc3ccccc3Cl)CC[C@H]21	1.8
C[C@H](CO)N1C[C@H](C)[C@H](CN(C)S(=O)(=O)c2ccccc2)Oc2ccc(NC(=O)Cc3ccccc3)cc2CC1=O	1.6
O=C(C[C@@H]1C[C@H]2c3cc(NC(=O)C4CCC4)ccc3O[C@H]2[C@H](CO)O1)NCc1ccncc1	2.1
COCCOC(=O)N1C(=O)[C@@]2(c3cc(C#CCCO)ccc31)[C@H](C(=O)NC[C@H](O)c1ccccc1)[C@H]1C(=O)O[C@H](c3ccccc3)[C@H](c3ccccc3)N1[C@@H]2c1ccc(O)cc1	-6.6
CCCNC(=O)N(C)C[C@H]1Oc2ncc(-c3ccncc3)cc2C(=O)N([C@H](C)CO)C[C@H]1C	0.6

(next part)
SMILES	Mtb BioA inh
COc1ccc(CN(C)C[C@@H]2Oc3ccc(NS(=O)(=O)c4cccs4)cc3C(=O)N([C@@H](C)CO)C[C@H]2C)cc1	-2.6
CC(C)NC(=O)N(C)C[C@@H]1Oc2ncc(C#CCc3ccccc3)cc2C(=O)N([C@@H](C)CO)C[C@H]1C	-2.6
C/C=C/c1cnc2c(c1)C(=O)N([C@H](C)CO)C[C@H](C)[C@@H](CN(C)C(=O)Nc1ccc(OC)cc1)O2	-2.1
C[C@H](CO)N1C[C@H](C)[C@H](CN(C)C(=O)c2ccc(F)cc2)Oc2ncc(C3=CCCCC3)cc2C1=O	-1.6
COC(=O)C[C@H]1C[C@H]2c3cc(NC(=O)CN(C)C)ccc3O[C@H]2[C@H](CO)O1	-2.6
C[C@@H]1CN([C@@H](C)CO)C(=O)c2cc(NS(=O)(=O)c3ccc(Cl)cc3)ccc2O[C@@H]1CN(C)S(C)(=O)=O	0.2
C[C@H]1CCCCO[C@@H](CN(C)S(=O)(=O)c2ccc(Cl)cc2)[C@@H](C)CN([C@@H](C)CO)C(=O)c2cc(NS(=O)(=O)c3ccc(F)cc3)ccc2O1	-5.7
CNC[C@H]1Oc2ccc(NC(=O)NC3CCCCC3)cc2CC(=O)N([C@H](C)CO)C[C@H]1C	-1.0
C[C@H](NC(=O)[C@H]1[C@H](CO)[C@H]2Cn3c(ccc(C4=CCCCC4)c3=O)[C@@H]1N2)c1ccccc1	-2.1
C/C=C/c1ccc([C@H]2[C@@H](CO)N(Cc3ccccn3)[C@@H]2CNC(C)=O)cc1	3.7
COCC(=O)Nc1ccc2c(c1)[C@@H]1C[C@H](CC(=O)N3CCCCC3)O[C@H](CO)[C@@H]1O2	-4.7
C[C@H]1CN([C@@H](C)CO)C(=O)Cc2cc(NC(=O)CCCCCC(=O)Nc3ccccc3N)ccc2O[C@H]1CN(C)Cc1ccc2c(c1)OCO2	-3.7
C[C@@H]1CN([C@H](C)CO)C(=O)c2cc(NC(=O)Nc3ccc(C(F)(F)F)cc3)ccc2O[C@@H]1CN(C)C(=O)Nc1ccc(C(F)(F)F)cc1	-11.1
CO[C@H]1CN(C)C(=O)c2cc(NC(=O)Cc3ccccc3)ccc2OC[C@@H](C)N(CC2CC2)C[C@@H]1C	1.6
C[C@@H]1CN([C@@H](C)CO)C(=O)Cc2cc(NC(=O)C3CCCCC3)ccc2O[C@H]1CN(C)C(=O)Nc1ccc(F)cc1	0.7
C[C@@H]1CN([C@@H](C)CO)S(=O)(=O)c2ccc(C#Cc3ccccc3)cc2O[C@H]1CN(C)C(=O)c1ccccn1	2.0
CCCC#Cc1ccc2c(c1)O[C@H](CN(C)Cc1ccccn1)[C@H](C)CN([C@H](C)CO)S2(=O)=O	-2.2
C[C@H]1CCCCO[C@H](CN(C)C(=O)CCC(F)(F)F)[C@@H](C)CN([C@@H](C)CO)C(=O)c2cc(NC(=O)CCCN(C)C)ccc2O1	0.4
COCC(=O)N(C[C@@H]1[C@@H](c2ccccc2)[C@@H](CO)N1C(=O)NC(C)C)C(C)C	4.1
COc1cccc(-c2cnc3c(c2)C(=O)N([C@H](C)CO)C[C@H](C)[C@@H](CN(C)Cc2ccc(F)cc2)O3)c1	1.4
CNC[C@H]1OCCCC[C@@H](C)Oc2ccc(NC(=O)Nc3ccc(OC)cc3)cc2C(=O)N([C@@H](C)CO)C[C@H]1C	-0.8
COCC(=O)Nc1ccc2c(c1)[C@@H]1C[C@@H](CC(=O)NCc3ccccc3OC)O[C@H](CO)[C@@H]1O2	0.0
CCCN1[C@H](C(=O)NCCCN2CCOCC2)[C@@H](CO)[C@@H]2Cn3c(ccc(-c4cccnc4)c3=O)[C@@H]21	1.3
O=C(C[C@@H]1C[C@H]2c3cc(NC(=O)NC4CCCC4)ccc3O[C@H]2[C@@H](CO)O1)NCc1ccncc1	-2.0
CCC(=O)N(C)C[C@H]1Oc2cc(C#CC(C)(C)O)ccc2S(=O)(=O)N([C@@H](C)CO)C[C@H]1C	-1.4

Following part
SMILES	Mtb BioA inh
CN(C)CC(=O)Nc1ccc2c(c1)[C@H]1C[C@H](CC(=O)N3CCc4ccccc4C3)O[C@H](CO)[C@H]1O2	0.7
CCCC#Cc1ccc2c(c1)O[C@@H](CN(C)C)[C@H](C)CN([C@H](C)CO)S2(=O)=O	3.7
COc1cccc(-c2ccc([C@@H]3[C@@H](CO)N4CCCCN(C(=O)c5ccc6c(c5)OCO6)C[C@H]34)cc2)c1	0.8
COc1ccc(NC(=O)N2CCCCN3[C@H](CO)[C@@H](c4ccc(C#Cc5ccccn5)cc4)[C@@H]3C2)cc1	-0.4
CO[C@H]1CC[C@@H]2CCN(C)C(=O)[C@H](C)[C@H](OC)CN(C)C(=O)c3cc(C#N)ccc3OC[C@H]1O2	-1.9
Cc1ccc(S(=O)(=O)N(C)C[C@H]2OCCCC[C@H](C)Oc3ccc(NS(=O)(=O)c4ccc(F)cc4)cc3C(=O)N([C@@H](C)CO)C[C@H]2C)cc1	-2.9
C/C=C/c1cnc2c(c1)C(=O)N([C@@H](C)CO)C[C@H](C)[C@@H](CN(C)S(=O)(=O)c1ccccc1F)O2	-3.4
O=C(c1ccccc1)N1CC[C@@H]2[C@H](CO)Nc3ccc(C#Cc4cccnc4)cc3[C@@H]21	-1.7

10 successive compounds already listed, for reference:
SMILES	Mtb BioA inh
O=C(C[C@@H]1C[C@H]2c3cc(NC(=O)NC4CCCC4)ccc3O[C@H]2[C@@H](CO)O1)NCc1ccncc1	-2.0
CCC(=O)N(C)C[C@H]1Oc2cc(C#CC(C)(C)O)ccc2S(=O)(=O)N([C@@H](C)CO)C[C@H]1C	-1.4
CN(C)CC(=O)Nc1ccc2c(c1)[C@H]1C[C@H](CC(=O)N3CCc4ccccc4C3)O[C@H](CO)[C@H]1O2	0.7
CCCC#Cc1ccc2c(c1)O[C@@H](CN(C)C)[C@H](C)CN([C@H](C)CO)S2(=O)=O	3.7
COc1cccc(-c2ccc([C@@H]3[C@@H](CO)N4CCCCN(C(=O)c5ccc6c(c5)OCO6)C[C@H]34)cc2)c1	0.8
COc1ccc(NC(=O)N2CCCCN3[C@H](CO)[C@@H](c4ccc(C#Cc5ccccn5)cc4)[C@@H]3C2)cc1	-0.4
CO[C@H]1CC[C@@H]2CCN(C)C(=O)[C@H](C)[C@H](OC)CN(C)C(=O)c3cc(C#N)ccc3OC[C@H]1O2	-1.9
Cc1ccc(S(=O)(=O)N(C)C[C@H]2OCCCC[C@H](C)Oc3ccc(NS(=O)(=O)c4ccc(F)cc4)cc3C(=O)N([C@@H](C)CO)C[C@H]2C)cc1	-2.9
C/C=C/c1cnc2c(c1)C(=O)N([C@@H](C)CO)C[C@H](C)[C@@H](CN(C)S(=O)(=O)c1ccccc1F)O2	-3.4
O=C(c1ccccc1)N1CC[C@@H]2[C@H](CO)Nc3ccc(C#Cc4cccnc4)cc3[C@@H]21	-1.7
